High-throughput results deposited in PubChem BioAssay by several laboratories.
PDI inh = PDI (human) enzyme inhibition | P07237 | PDI insulin aggregation turbidity, A650, 90 min | inhibition, % at 10 µM | 0.052% of 350,000 active | AID 588391;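 active means mean inhibition across replicates of 30% or more, whatever share of single replicates reach that level; inconclusive means mean inhibition below 30% while every single replicate reaches 30%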;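 further: absorbance from insulin aggregation driven by PDI reduction with DTT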
ABCB6 inh MLPCN = human ABCB6 transporter inhibition; Q9NP58; K562-ABCB6 porphyrin accumulation, flow cytometry, 1 h; hits give low values; fluorescence ratio to DMSO, % at 10 µM; 0.19% of 360,000 active;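 active means fluorescence ratio to DMSO below 75%, the collection mean minus 3 SD; inconclusive means too few cells collected in the well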;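 further: signal is porphyrin accumulated inside mitochondria; 100% equals median channel fluorescence of DMSO control wells; lower ratio means ABCB6 inhibition with less porphyrin fluorescence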
Target sequence (Q9NP58 whole entry, looked up): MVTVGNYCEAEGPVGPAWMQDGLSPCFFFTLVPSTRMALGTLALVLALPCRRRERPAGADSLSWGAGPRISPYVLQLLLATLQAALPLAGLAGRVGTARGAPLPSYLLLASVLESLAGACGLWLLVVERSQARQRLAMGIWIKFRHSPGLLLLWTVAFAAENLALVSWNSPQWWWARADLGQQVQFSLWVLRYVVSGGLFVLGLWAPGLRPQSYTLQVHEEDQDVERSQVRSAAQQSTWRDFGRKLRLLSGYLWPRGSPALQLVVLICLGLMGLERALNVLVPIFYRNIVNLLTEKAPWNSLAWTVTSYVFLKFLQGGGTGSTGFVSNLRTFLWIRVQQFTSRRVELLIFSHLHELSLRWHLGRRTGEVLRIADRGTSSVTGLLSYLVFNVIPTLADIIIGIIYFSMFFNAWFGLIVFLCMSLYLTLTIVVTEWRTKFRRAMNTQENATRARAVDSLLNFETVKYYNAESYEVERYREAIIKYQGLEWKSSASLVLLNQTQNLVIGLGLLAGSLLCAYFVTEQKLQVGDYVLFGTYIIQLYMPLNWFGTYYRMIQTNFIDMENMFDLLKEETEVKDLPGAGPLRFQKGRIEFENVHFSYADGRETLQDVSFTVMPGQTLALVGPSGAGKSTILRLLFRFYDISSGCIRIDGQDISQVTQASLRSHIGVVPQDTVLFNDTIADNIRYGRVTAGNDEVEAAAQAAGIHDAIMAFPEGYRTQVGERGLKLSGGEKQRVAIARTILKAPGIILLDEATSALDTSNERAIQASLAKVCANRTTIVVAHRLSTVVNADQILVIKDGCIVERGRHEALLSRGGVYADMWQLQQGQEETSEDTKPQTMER
MC4R barr agon = human MC4R agonism via beta-arrestin. 0.98% of 360,000 active. P32245. activation, % at 8.9 µM. U2OS MC4R beta-arrestin complementation, luminescence; percent of melanotan II response, DMSO zero;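 active means activation above a per-plate cutoff, the mean activation of sample wells on that plate plus 3 SD, cut at about 8% in these data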
Glyco luc inh = blocks N-linked glycosylation in D54 reporter cells. D54 ERlucT glycosylation luciferase reporter, 24 h; percent of 100 nM tunicamycin response. reporter increase, % at 12.5 µM. 0.23% of 360,000 active;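 active means mean luciferase reporter signal, scaled so untreated is 0 and the glycosylation-blocking control 100, at or above a set limit in every replicate; inconclusive means mean reaches the limit but not every replicate does; inactive means mean below the limit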;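 further: luciferase carries N-glycosylation sites so blocking glycosylation raises the light; 0% = median of neutral control wells and 100% = median of 100 nM tunicamycin wells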
MC4R antagonist = antagonists of human melanocortin 4 receptor (MC4R); 0.48% of 360,000 active; inhibition, % at 6.5 µM; AID 540295; P32245; MC4R-expressing cells, MTII-stimulated cAMP, LANCE TR-FRET;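 active means inhibition above its plate's cutoff, the mean of tested wells on that plate plus 3 SD, cut at about 29% in these data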;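 further: 0% = Melanotan II alone and 100% = Melanotan II plus saturating MCL0020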
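Assay system: human MC4R-expressing U2OS cells; reagent: Melanotan II stimulation of cells; dosing: 6.5 µM single dose; timing: compound 30 min, challenge 1 h, detection 1 h; signal: TR-FRET cAMP assay; replicates: one well per compound, no replicates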
aDG glyco act = increases alpha dystroglycan glycosylation; Pro5-aDG cells, alpha-DG glycosylation AlphaScreen (IIH6); 0% Pro5, 100% B10-LARGE cell signal; 0.22% of 360,000 active; activation, % at 10 µM;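 active means activation of at least 8% versus controls, or a plate z-score of at least 8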;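 further: Pro5 are CHO cells carrying HIG-tagged alpha-DG that lacks glycosylation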
m5-HT2A agonist = activates the mouse 5-HT2A serotonin receptor. P35363. CHO-K1 mHTR2A beta-arrestin complementation, luminescence; percent of 30 µM serotonin response. activation, % at 7.6 µM. 0.66% of 360,000 active. AID 624169;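 active means activation above a run cutoff, the mean activation of all tested compounds plus 3 SD, cut at about 14% in these data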;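 further: 0% = plate median of compound wells and 100% = 30 µM serotonin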
CaV13 FRET inh = Disruptors of the CACNA1D IQ motif to Ca2+-dependent inactivation inhibitor domain association, primary screening, Förster resonance energy transfer in intact living …. HEK cells, CFP/YFP FRET ICDI-IQ, plate reader, 10 min; percent FRET-ratio fall versus neutral wells. inhibition, % at 12.3 µM. 0.098% of 340,000 active;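 active means mean replicate inhibition of at least 30% and at least 1% of replicates passing that level; inconclusive means only one of the two criteria is met; inactive means neither criterion is met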;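 further: 0% = median of the neutral control wells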
H9c2 protect = myocardial damage modulation in H9c2 cells; H9c2 cardiomyocytes, H2O2 injury protection, ATPLite, 2 h; protection from H2O2 cell death, % at 20 µM; 0.63% of 360,000 active; AID 588492;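 active means compounds giving at least 50% protection of heart cells from peroxide-induced death in the single-dose screen, raw or plate-pattern-corrected value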;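 further: 0% = DMSO wells with peroxide and 100% = DMSO wells without peroxide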
Vif inh = HIV Vif inhibition | HEK293T cells, Vif self-association by quenched fluorescence, imaging, 24 h | 0.35% of 340,000 active | AID 602346 | inhibition, % at 7.49 µM; in the data active means inhibition above about 50%, passing the limit was not always enough; inconclusive means no clear call, values can overlap the other calls; inactive means below about 31%; further: some results filed as inactive read as strong as hits
Numbers without * were called inactive; ? = inconclusive; · = no result given.

Below each compound: PDI inh, ABCB6 inh MLPCN, MC4R barr agon, Glyco luc inh, MC4R antagonist, aDG glyco act, m5-HT2A agonist, CaV13 FRET inh, H9c2 protect, Vif inh
> CCC(C)C1Nc2ccc(C(=O)NCc3ccc4c(c3)OCO4)cc2NC1=O (centres undefined)
 : 6, 97, -0.2, -1, 3, 0.2, 0, -3, -7, -4
> COc1cc2cnc(-c3cccnc3)cc2cc1OC
 : -9, 103, -0.5, 3, -11, 0.2, 4, -9, 3, 5
> COc1ccc(Cl)cc1NC(=O)CN(C)C(=O)Cc1ccsc1
 : 0, 96, -3.3, 4, 8, 0.2, 2, -6, 2, -7
> CSC1=NCCN1C(=O)Cc1cccc2ccccc12
 : -1, 97, -1.7, 0, 7, 0.1, 1, -2, 1, -3
> CSCC[C@H](NC(=O)c1cccnc1)c1nnc2ccccn12
 : -7, 94, -1.6, 3, 6, -0.1, -1, -7, 10, 7
> CS(=O)(=O)c1ccc(Cl)c(NC(=O)CSc2nnc3n2CCCCC3)c1
 : -5, 98, -0.1, 1, 13, -0.3, 0, -5, 2, 1
> CCCN1C(=O)/C(=C/c2ccccc2OCc2ccc(C(=O)O)cc2)NC1=S
 : -2, 94, -1.4, 2, 3, -0.1, -1, -2, 2, 7
> CC(C)CC[n+]1ccn(-c2nc3ccccc3nc2[N-]S(=O)(=O)c2ccccc2)c1
 : 1, 96, -0.1, -4, 13, -0.5, 4, -8, 0, 2
> COc1ccc(NC(=O)c2c(C)nn(Cc3ccccc3)c2C)cc1S(=O)(=O)N(C)C
 : 11, 97, -1.8, 0, 10, -0.1, -1, -3, 3, -10
> O=C(OCc1cc(=O)n2ccsc2n1)C1(c2ccc(Cl)cc2)CC1
 : -5, 95, 1.1, 1, -11, -0.1, -2, -17, -1, -4

Next compounds
Below each compound: PDI inh, ABCB6 inh MLPCN, MC4R barr agon, Glyco luc inh, MC4R antagonist, aDG glyco act, m5-HT2A agonist, CaV13 FRET inh, H9c2 protect, Vif inh
> CCCCNC(=O)C1(C)CCCCN1C(=O)c1ccc(C)c(F)c1 (centres undefined)
 : -4, 95, -0.3, 1, -3, -0.2, 6, -4, -1, 5
> O=C(CSc1nnc(-c2ccncc2)n1C1CCCCC1)Nc1ccccc1
 : 1, 96, -1.1, -1, 6, -0.1, -1, -3, 2, -9
> Cc1ccccc1/C=N/Nc1nc2ccccc2[nH]1
 : -3, 86, 0.2, -3, -12, -0.1, -3, 11, 8, -10
> Cc1cccc(C(=O)N/C(=C/c2ccco2)C(=O)N2CCCCCC2)c1
 : -7, 99, -1.3, -2, -2, -0.1, 3, -2, 4, 6
> COC(=O)c1sc2nc(CN3CCOCC3)nc(N3CCOCC3)c2c1C
 : 7, 94, -1.9, 2, 1, 0.0, -2, ·, 15, -9
> O=C(NCCc1ccc(Cl)cc1)C1CCN(C(=O)c2ccc(F)cc2)CC1
 : -4, 98, -0.2, -1, 6, 0.0, 10, -5, -2, -4
> CCN(c1ccccc1)S(=O)(=O)c1ccc(C(=O)Nc2ccccc2OC)cc1
 : -1, 95, 0.8, 0, 0, -0.2, 1, -7, 0, ?
> Cc1cc(N)nc(=O)n1C1CC(O)C(CO)O1 (centres undefined)
 : -4, 101, -0.9, 1, 7, -0.1, 2, -4, 1, 4
> COc1cc(N/C(N)=N/c2nc(C)cc(C)n2)cc(OC)c1
 : 3, 92, 0.0, 5, -5, 0.2, 1, -19, 2, 9
> CCC(=O)N/N=C/c1ccc(-c2ccc(Cl)cc2)o1
 : 0, 96, -2.4, 1, -6, 0.1, 0, -6, -9, -2

New compounds follow.
Below each compound: PDI inh, ABCB6 inh MLPCN, MC4R barr agon, Glyco luc inh, MC4R antagonist, aDG glyco act, m5-HT2A agonist, CaV13 FRET inh, H9c2 protect, Vif inh
> Cc1ccc(NC(=O)CCC(=O)N/N=C/c2ccco2)c(C)c1
 : -27, 108, 1.9, 0, 3, 0.3, 6, -6, -8, -2
> CC1=C(C(=O)N2CCCC(N3CCN(c4ccccc4C)CC3)C2)OCCO1 (centres undefined)
 : -15, 96, -1.8, 1, 1, 0.0, -5, -2, -2, -5
> O=C(c1cnn(-c2nc3ccccc3s2)c1)c1ccccc1O
 : -9, 98, 6.3, 0, -2, -0.2, 2, ·, -1, ·
> CC(C)CC1Nc2ccc(C(=O)NCc3ccc4c(c3)OCO4)cc2NC1=O (centres undefined)
 : -7, 96, 1.6, 1, 27, 0.1, -17, ·, -2, 13
> COCCCNc1nc2c(c(=O)[nH]c(=O)n2C)n1CC(O)COc1ccccc1C (centres undefined)
 : -1, 105, 0.5, 0, 3, 0.0, 3, 5, -3, 5
> O=c1nc(SCc2cccc(C(F)(F)F)c2)nc2ccccn12
 : -2, 95, -1.0, 1, 4, -0.2, -1, -6, -4, 1
> COC(=O)C[C@H]1C[C@H]2c3cc(NC(=O)Nc4ccc(C(F)(F)F)cc4)ccc3O[C@H]2[C@@H](CO)O1
 : 3, 102, -1.4, -6, 16, -0.1, -6, -9, -2, -4
> Cc1nc2cc(OCc3cc(C(=O)NC(C)c4cnn(C)c4)no3)ccc2s1 (centres undefined)
 : 3, 100, 1.7, 0, 13, -0.4, -3, -6, -3, ·
> Cc1nc2c(-c3ccccc3)c(C)nn2c(C)c1CCC(=O)NC(C)CCc1ccco1 (centres undefined)
 : 9, 99, -0.9, -3, 14, 0.1, -5, -6, 3, -9
> CCc1ccc(-n2c(=S)sc3c(=O)n(-c4ccccc4C)c(SCC(=O)O)nc32)cc1
 : -1, 101, -1.8, 1, -2, 0.0, 3, -4, -3, -28

The listing continues:
Below each compound: PDI inh, ABCB6 inh MLPCN, MC4R barr agon, Glyco luc inh, MC4R antagonist, aDG glyco act, m5-HT2A agonist, CaV13 FRET inh, H9c2 protect, Vif inh
> Cc1ccc(Cn2c(CN3CC(C)OC(C)C3)nc3c2c(=O)[nH]c(=O)n3C)cc1 (centres undefined)
 : -1, 99, -2.2, 4, -5, -0.3, -4, -4, -1, 7
> Cc1ccccc1N=C(N)Nc1ccccc1C
 : -3, 98, -0.1, 1, 1, 0.3, 3, -14, 8, 14
> CC1Cc2cc(/C(O)=C3/C(=O)C(=O)N(CCCN(C)C)C3c3ccncc3)ccc2O1 (centres undefined)
 : 2, 99, -1.0, 2, 9, -0.2, -1, ·, -2, 2
> CCOC(=O)N1CCC(NC(=O)CCC(=O)N2CCOc3ccc(Cl)cc32)CC1
 : -7, 95, 0.6, 1, -6, 0.0, 0, 6, -5, 1
> O=C(COC(=O)c1ccc(F)cc1)NCc1ccc(F)cc1
 : -2, 99, -1.5, 2, 1, 0.1, -1, -15, -8, 33
> CCCC(C(=O)NC1CCCC1)N(CC1CCCO1)C(=O)CNS(=O)(=O)c1ccc(F)cc1 (centres undefined)
 : 12, 98, 1.8, -2, 2, 0.0, -2, -2, -1, -3
> O=C(/C=C/c1ccccc1Cl)NCc1ccccc1
 : 11, 92, -1.7, 1, 0, 0.2, -5, -3, -3, -3
> O=C(COc1ccc(Cl)cc1Cl)N/N=C/c1ccc(OC2OC(CO)C(O)C(O)C2O)cc1 (centres undefined)
 : 1, 99, -0.9, -2, 6, 0.1, 2, -17, -1, -1
> O=C(CN1C(=O)C2CC=CCC2C1=O)Nc1cc(C(F)(F)F)ccc1N1CCCC1 (centres undefined)
 : 1, 103, -0.8, -2, 4, 0.1, 2, -7, -1, 7
> COc1cc(/C=N/NC(=S)Nc2cccc(S(=O)(=O)N(C)C)c2)ccc1O
 : -4, 99, -2.9, 0, -6, -0.4, -2, -5, 8, -10

The list continues:
Below each compound: PDI inh, ABCB6 inh MLPCN, MC4R barr agon, Glyco luc inh, MC4R antagonist, aDG glyco act, m5-HT2A agonist, CaV13 FRET inh, H9c2 protect, Vif inh
> COCCNc1oc(-c2ccc(C)cc2)nc1C#N
 : 1, 112, -1.0, -2, -3, -0.1, 5, ·, -13, 2
> COC(=O)C1=C(C)N(Cc2ccccc2)C(=S)N[C@H]1c1ccccc1
 : 1, 100, 1.9, -4, -2, 0.1, -4, -5, -6, -5
> CCCC(=O)N1CCC1(C)C(=O)NS(=O)(=O)c1cc2c(cc1C)CCCS2(=O)=O (centres undefined)
 : 3, 98, -2.5, 3, 7, -0.1, 2, -10, 1, 2
> Cc1ccccc1NC(=O)C1C2CCCC1C2c1ccccc1 (centres undefined)
 : 12, 98, -1.6, 3, -1, -0.1, -1, ·, -4, ·
> COc1ccc(C(=O)COC(=O)c2ccc(N(C)C)cc2)cc1
 : -3, 94, 2.8, 2, -3, 0.3, 3, -7, -2, -2
> CCc1nc(Nc2ccc(OC)c(OC)c2)c2nnn(Cc3ccccc3Cl)c2n1
 : 10, 136, 1.2, -10, 12, 5.1, 4, -5, -33, -19
> COc1ccc(CN(C)C(=O)c2ccc(NC(=O)CC3SC(N4CCCCC4)=NC3=O)cc2)c(OC)c1 (centres undefined)
 : 10, 92, -1.1, 2, -2, -0.3, 12, -2, 1, -11
> CN(C)C(CNS(=O)(=O)c1ccc(Cl)cc1F)c1ccco1 (centres undefined)
 : 0, 103, -0.3, 2, 6, 0.0, -6, -2, -1, 1
> CCc1nnc(NS(=O)(=O)c2ccc(NC(=S)NC(=O)c3cccnc3)cc2)s1
 : 2, 105, -2.0, -1, 9, -0.3, 3, -5, -6, 2
> Cc1cc(CN(C)C)c(O)c(C2(C)CCCCC2)c1
 : 0, 98, 2.1, 0, -4, 0.0, -3, ·, -14, 0

The list continues.
Below each compound: PDI inh, ABCB6 inh MLPCN, MC4R barr agon, Glyco luc inh, MC4R antagonist, aDG glyco act, m5-HT2A agonist, CaV13 FRET inh, H9c2 protect, Vif inh
> O=c1c2c(-c3ccccc3)csc2nc2c3ccccc3c(NCCN3CCOCC3)nn12
 : 2, 92, 9.3*, 20, -5, 0.0, 0, -2, -37, 10
> Cn1cc(CC(=O)NCc2ccc(F)cc2)c2ccccc21
 : 5, 97, 0.4, 1, 2, -0.1, -1, -15, 4, 3
> N#CC1(NC(=O)COC(=O)/C=C/c2ccc3ccccc3n2)CCCCC1
 : -3, 103, -3.0, -4, 7, -0.1, -1, ·, -1, 6
> COc1ccc(CC(C)CC(=O)Nc2ccc(OC)cc2)cc1 (centres undefined)
 : -3, 96, 1.0, -2, 1, 0.0, 8, -3, 0, -3
> CCN=C1S/C(=C\c2ccc(OCC)c(OC)c2)C(=O)N1CC
 : -1, 102, 0.8, 3, 2, 0.1, 3, -3, 2, -6
> COCCCN=Cc1c(-c2ccccc2)[nH]n(-c2nc3ccccc3s2)c1=O
 : -1, 95, -1.1, 4, 17, -0.2, 1, -16, 13, -3
> O=C(CSc1nnc(NC2CCCCC2)s1)NC1CCS(=O)(=O)C1 (centres undefined)
 : 1, 92, -0.8, 1, 1, 0.1, 2, -4, -3, -5

The order is random. Share with any hit: about 3.6%.
